PostGolgi yeast – growth inhibition of a yeast mutant, post-Golgi transport screen. post-Golgi transport phenotypic cell assay. inhibition, % at 10 µM. 98,000 compounds, 0.9% hits; in the data active = inhibition above about 30%;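 note: yeast cells grown in 1536-well plates; yeast grown about 18 h at 30C before absorbance read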
PLAP act – activates human placental alkaline phosphatase; P05187; purified PLAP enzyme, luminescent substrate read-out; stronger effect = higher value; activation fold at 20 µM; 96,000 compounds, 1.2% hits; AID 696; in the data active = activation fold above about 2
PTK2B oligo ant – Pyk2 (human) oligomerization antagonism. Q14289. Q293 cells, Pyk2 FERM NanoBiT luminescence; stronger effect = lower value. z-score (the deposit names both 25 µM and 10 µM). 99,000 compounds, 0.83% hits;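 active = Z-score of -3 or lower, scaled per plate to the spread of control and sample wells; inactive = z-score above -3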;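 note: negative z-score means lost luminescence so less FERM oligomerization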
CYP2C9 inh – human CYP2C9 inhibition; 96,000 compounds, 20% hits; inhibition, % at 5 µM; P11712; AID 777; CYP2C9 Supersomes, luciferin-H conversion, luminescence;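 active = blocking of liver enzyme CYP2C9 beyond about 50% at 5 µM, limit read from the data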; note: values of inactives mirror those of a sister screen read the other way
Ecoli WT expand – growth inhibitors of E. coli BW25113 wild type. OD600 absorbance. growth inhibition, % at 100 µM. 98,000 compounds, 0.15% hits. AID 710;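 active = growth inhibition above about 50% at one test dose, limit read from the data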;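 note: growth measured after 20 h incubation at 37 °C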
CYP2C19 act – cytochrome P450 2C19 (human) activation | P33261 | recombinant CYP2C19, luciferin-H EGE luminescence; stronger effect = higher value; 0 = fully inhibited enzyme, 1 = untreated enzyme | activation factor at 5 µM | 96,000 tested, under 10 active;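 active = activation factor of at least 2 at 5 µM in the primary screen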;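 note: 0 = wells with 2.5 mM tranylcypromine and 1 = vehicle-only wells; values of inactives mirror those of a sister screen read the other way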
CYP2C19 inh – inhibitors of human CYP2C19. P33261. CYP2C19 Supersomes, luciferin-H EGE luminescence, 30 min. inhibition, % at 5 µM. 96,000 compounds, 21% hits;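 active = CYP2C19 inhibition above a set limit at 5 µM in the primary screen, cut at about 50% in these data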;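 note: plate controls were negative control wells for no effect and 2.5 mM tranylcypromine positive control for full effect; values of inactives mirror those of a sister screen read the other way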
CYP2C9 activ – increases human cytochrome P450 2C9 activity; P11712; recombinant CYP2C9, luciferin-H conversion, luminescence; stronger effect = higher value; factor 1 = untreated enzyme, 0 = blocked; activation factor at 5 µM; 96,000 compounds, 1.4% hits;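 active = activation factor of 2 or more for CYP2C9 at a 5 µM dose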;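 note: 0 = sulfaphenazole-blocked wells and 1 = vehicle-only wells; values of inactives mirror those of a sister screen read the other way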
EphB4 ephrin blk – EphB4-ephrin-B2 interaction antagonism | EphB4 LBD / TNYL-RAW-Alexa532 peptide, fluorescence polarization | inhibition, % at 7 µM | AID 720 | 97,000 compounds, 0.15% hits | P54760;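 active = inhibition above the screen-wide mean inhibition plus 3 SD, cut at about 15% in these data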;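 note: 0% = DMSO wells and 100% = excess unlabeled TNYL-RAW peptide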
Target sequence (P54760 whole entry, looked up, the tested form may be a part): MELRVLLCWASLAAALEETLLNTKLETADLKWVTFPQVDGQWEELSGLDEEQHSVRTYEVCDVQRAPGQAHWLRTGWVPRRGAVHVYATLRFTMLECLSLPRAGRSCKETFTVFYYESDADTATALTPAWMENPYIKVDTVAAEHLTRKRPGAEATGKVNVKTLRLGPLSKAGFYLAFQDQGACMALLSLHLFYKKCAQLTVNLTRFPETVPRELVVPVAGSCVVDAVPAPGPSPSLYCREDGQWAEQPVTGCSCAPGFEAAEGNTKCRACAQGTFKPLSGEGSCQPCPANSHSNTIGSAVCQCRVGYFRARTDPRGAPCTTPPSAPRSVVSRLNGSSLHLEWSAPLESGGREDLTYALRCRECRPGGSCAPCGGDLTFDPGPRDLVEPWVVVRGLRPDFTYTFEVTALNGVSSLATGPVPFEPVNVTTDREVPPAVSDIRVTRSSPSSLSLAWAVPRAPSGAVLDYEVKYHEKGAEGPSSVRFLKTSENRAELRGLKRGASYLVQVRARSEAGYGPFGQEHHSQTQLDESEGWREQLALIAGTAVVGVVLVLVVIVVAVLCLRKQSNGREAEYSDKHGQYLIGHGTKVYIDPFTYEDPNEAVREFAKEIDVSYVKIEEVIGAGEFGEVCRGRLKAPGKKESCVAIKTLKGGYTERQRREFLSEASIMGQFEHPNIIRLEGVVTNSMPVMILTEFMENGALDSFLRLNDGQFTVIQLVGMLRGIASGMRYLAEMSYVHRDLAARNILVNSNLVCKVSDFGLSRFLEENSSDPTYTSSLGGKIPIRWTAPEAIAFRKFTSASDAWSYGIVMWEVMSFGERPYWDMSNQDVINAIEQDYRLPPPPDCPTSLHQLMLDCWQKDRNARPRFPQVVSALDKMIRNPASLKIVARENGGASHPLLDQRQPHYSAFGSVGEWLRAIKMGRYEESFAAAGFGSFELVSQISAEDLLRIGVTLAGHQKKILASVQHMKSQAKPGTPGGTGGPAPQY
Active calls of the source: *; . = not tested or not shown.

# | mol | PostGolgi yeast | PLAP act | PTK2B oligo ant | CYP2C9 inh | Ecoli WT expand | CYP2C19 act | CYP2C19 inh | CYP2C9 activ | EphB4 ephrin blk
1 | O=C1c2ccccc2-c2ccc(C(=O)N3CCOCC3)cc21 | -5 | 1.1 | 0.24 | -61 | -1 | 1.1 | -5 | 1.6 | -2
2 | CC(=O)Nc1ccc(NC(=O)CSCCc2ccccn2)cc1 | -8 | 1.1 | 1.4 | 7 | -2 | 0.7 | 33 | 0.9 | 4
3 | COc1cc(-c2noc(C3CCCN(S(=O)(=O)c4cccc(Cl)c4)C3)n2)cc(OC)c1OC (stereo not drawn) | -5 | 1.5 | 0.42 | 85* | -7 | 0.1 | 87* | 0.1 | 6
4 | COCCCNC(=O)c1ccccc1SC | 2 | 1.2 | 0.3 | -33 | -3 | 1.1 | -15 | 1.3 | 7
5 | CNCCCOc1ccc(C(C)(C)c2ccccc2)cc1 | -1 | 1 | . | -9 | -7 | 0.9 | 14 | 1.1 | -4
6 | Cc1c(/C=N/NC(=O)c2ccc3c(c2)OCO3)cnn1C | 4 | 1 | -0.12 | 1 | 0 | 1.1 | -7 | 1 | 1
7 | O=C(O)c1cccc(C(=O)Cc2ccccc2)c1 | 10 | 1.2 | 0.76 | 16 | -4 | 0.6 | 35 | 0.8 | -3
8 | CCCCCCCSc1nc(N)cc(=O)[nH]1 | 1 | 0.9 | . | -13 | 21 | 0.8 | 15 | 1.1 | -8
9 | O=C(CSc1nnc([C@@H]2CCCN2)o1)c1ccc(Cl)cc1 | 4 | 1.7 | 1.5 | 30 | 9 | 0 | 98* | 0.7 | -4
10 | O=S(=O)(Nc1ccc(N2CCOCC2)cc1)c1ccc2ccccc2c1 | 4 | 1.3 | . | 46 | -14 | 0.1 | 92* | 0.5 | 3
11 | CN1CCN(C(=S)NC(=O)/C=C/c2cccc3ccccc23)CC1 | 9 | 1.3 | 0.23 | -201 | 0 | 0.6 | 39 | 3* | -4
12 | COc1ccccc1C1CC(c2cccs2)=Nc2ccccc2S1 (stereo not drawn) | 17 | 0.7 | -0.71 | 80* | -32 | 0.1 | 90* | 0.2 | -2
13 | CCOc1ccc(C2C(C#N)=C(C)NC3=C2C(=O)c2ccccc23)cc1 (stereo not drawn) | 1 | 1.2 | -0.4 | 97* | -4 | 0 | 99* | 0 | 3
14 | CCC12CCCN3CCC4(C(=C(C(=O)OC)C1)Nc1ccccc14)C32 (stereo not drawn) | 2 | 1.5 | 0.3 | 58* | 4 | 0.4 | 63* | 0.4 | 1
15 | COc1ccc(OC(=O)c2ccc3nsnc3c2)cc1 | 3 | 1 | 1.5 | 0 | -5 | 0.9 | 11 | 1 | -2
16 | Cc1ccc(NC(=O)C2CC(=O)n3ncnc3N2)cc1 (stereo not drawn) | -3 | 1.1 | 0.23 | 16 | -8 | 1.2 | -20 | 0.8 | 6
17 | CCOC(=O)c1c(C)[nH]c(C)c1C(=O)COC(=O)c1cccc(S(=O)(=O)NC)c1 | -6 | 1 | 0.57 | 4 | 10 | 0 | 100* | 1 | 3
18 | CC(C)(C)NS(=O)(=O)CC12CCC(CC1=O)C2(C)C (stereo not drawn) | -3 | 0.9 | -0.68 | 24 | -3 | 0.8 | 18 | 0.8 | -3
19 | S=C(NCCN1CCOCC1)N/N=C/c1ccccc1 | 7 | 0.8 | 1 | 13 | 4 | 0.9 | 9 | 0.9 | 5
20 | c1ccc2c(c1)[nH]c1c(N3CCCC3)ncnc12 | 13 | 1 | 0.83 | -6 | 32 | 1 | 3 | 1.1 | -6
21 | CNC(=S)Nc1ccc(OC)c(OC)c1 | -1 | 0.8 | -0.61 | -9 | 1 | 1 | 2 | 1.1 | -10
22 | Nc1cc(=O)nc(SCC(=O)Nc2cccc3ccccc23)n1CCc1ccccc1 | 24 | 1.3 | 0.97 | -19 | -1 | 0.6 | 36 | 1.2 | -3
23 | O=C(NC1CCCC1)c1ccccc1-c1nc2ccccc2[nH]1 | -2 | 1.1 | -1.3 | 13 | -6 | 0.9 | 5 | 0.9 | -3
24 | COC(=O)c1[nH]c2ccccc2c1NC(=O)CN1CCN(c2cccc(OC)c2)C(C)C1 (stereo not drawn) | -4 | 1.6 | -1.8 | 35 | -28 | 0.8 | 18 | 0.6 | 6

A different layout for part of the listing above:
21. CNC(=S)Nc1ccc(OC)c(OC)c1
  PostGolgi yeast = -1	PLAP act = 0.8	PTK2B oligo ant = -0.61	CYP2C9 inh = -9	Ecoli WT expand = 1	CYP2C19 act = 1	CYP2C19 inh = 2	CYP2C9 activ = 1.1	EphB4 ephrin blk = -10
22. Nc1cc(=O)nc(SCC(=O)Nc2cccc3ccccc23)n1CCc1ccccc1
  PostGolgi yeast = 24	PLAP act = 1.3	PTK2B oligo ant = 0.97	CYP2C9 inh = -19	Ecoli WT expand = -1	CYP2C19 act = 0.6	CYP2C19 inh = 36	CYP2C9 activ = 1.2	EphB4 ephrin blk = -3

(further entries)
# | mol | PostGolgi yeast | PLAP act | PTK2B oligo ant | CYP2C9 inh | Ecoli WT expand | CYP2C19 act | CYP2C19 inh | CYP2C9 activ | EphB4 ephrin blk
25 | COC(=O)c1[nH]c2cc(OC)ccc2c1NC(=O)CCN1CCN(c2ccccc2)CC1 | 2 | 1.6 | 0.5 | 67* | 3 | 1.1 | -12 | 0.3 | -7
26 | COc1ccc(NS(=O)(=O)c2ccc(OCC(=O)N3CCCC3)cc2)cc1 | -1 | 1.2 | 0.94 | -9 | -6 | 0.8 | 20 | 1.1 | 5
27 | Cc1cc(C)cc(N2Cc3ccccc3C2)c1 | 1 | 1.1 | . | -3 | 4 | 1 | -4 | 1 | -6
28 | N/C(=N\OC(=O)Cc1ccc(-c2ccccc2)cc1)c1cccc([N+](=O)[O-])c1 | 0 | 0.8 | -1.2 | -4 | -9 | 1 | -2 | 1 | 3
29 | CCOC(=O)/C=C1\SCC(=O)N1CC(=O)NC(C)C | 11 | 0.8 | 0.08 | -6 | -2 | 0.8 | 25 | 1.1 | -6
30 | CCC1CCCCN1CCCNC(=O)c1cn(CC(C)C)c(=O)c2cc(OC)c(OC)cc12 (stereo not drawn) | 4 | 2* | 0.54 | -1 | 7 | 1.1 | -14 | 1 | -1
31 | Cn1c(=O)[nH]c(=O)c2c1nc(NCCCn1ccnc1)n2Cc1ccc(F)cc1 | -9 | 1.5 | -0.98 | 78* | 6 | 0.3 | 68* | 0.2 | -9
32 | CCCNC(=O)c1ccccc1NC(=O)CSCc1ccc(OC)cc1 | -4 | 0.8 | -0.2 | 15 | 0 | 0.5 | 46 | 0.8 | 2
33 | O=C(COC(=O)c1cccnc1Cl)c1ccccc1 | . | 1 | 1.2 | -1 | -3 | 0.7 | 27 | 1 | -5
34 | COc1ccc(S(=O)(=O)n2nc(C)cc2C)c(C)c1C | 5 | 1.1 | -0.09 | -142 | -1 | 0.7 | 31 | 2.4* | 4
35 | COc1ccc(S(=O)(=O)N(CC(=O)NCC2CCCO2)c2ccccc2)cc1OC (stereo not drawn) | -2 | 1 | 0.48 | 29 | 2 | 0.7 | 33 | 0.7 | 3
36 | CC(C)Cn1c2ccccc2c2cc(C(=O)O)ccc21 | 29 | 0.9 | 0.72 | 2 | 1 | 1.1 | -9 | 1 | 3
37 | O=C1Cc2ccccc2Sc2ccc(Cl)cc21 | -4 | 1 | -1.2 | 4 | -4 | 0.4 | 58* | 1 | 3
38 | Cc1nc2ccccc2c(=O)n1NC(=O)c1c(O)c2c(n(CC(C)C)c1=O)CCCC2 | 5 | . | -0.82 | . | -15 | . | . | . | -2
39 | O=c1c2ccccc2nc2n1CC/C2=C/N1CCN(c2cccc(C(F)(F)F)c2)CC1 | 7 | 0.9 | -1 | -16 | 11 | 0.9 | 8 | 1.2 | 0
40 | CCCS(=O)(=O)N1CCN(CCCc2ccccc2)CC1 | -1 | 1 | 0.51 | -12 | 0 | 1.1 | -8 | 1.1 | 2
41 | Cc1cc2occ(CC(=O)O)c2cc1C | -9 | 1.1 | 2.2 | 9 | -14 | 0.9 | 6 | 0.9 | .
42 | COc1ccc(NC(=O)N2CCN(c3cccc(C(F)(F)F)c3)CC2)cc1OC | -5 | 1.1 | 2.2 | -37 | -4 | 1 | -4 | 1.4 | -4
43 | COc1cc(CN2CCN(C(=O)CC(C)C)CC2)cc(OC)c1O | 13 | 1.4 | 0.02 | -10 | -6 | 1 | 1 | 1.1 | .
44 | CCOC(=O)NCC(C#CCN(CC)CC)N(CC)CC (stereo not drawn) | -1 | 1.1 | -0.71 | -10 | 4 | 1.1 | -6 | 1.1 | -5
45 | CC(NC(=O)CN1CCC(C(N)=O)CC1)c1ccccc1 (stereo not drawn) | -3 | 1 | -0.4 | -7 | -2 | 1 | -5 | 1.1 | 0
46 | CCN(CC)S(=O)(=O)c1ccc2c(c1)nc(CCC(=O)OCC(=O)N1CCc3ccccc31)n2C | 1 | 1 | 0.88 | 36 | -15 | 0.9 | 8 | 0.6 | -9
47 | CCCCn1c(-c2ccc([N+](=O)[O-])cc2)n[nH]c1=S | -3 | 1 | -0.59 | 0 | 5 | 1 | -5 | 1 | 5
48 | CC(=O)c1ccc(N2CCN(c3ncc(C(F)(F)F)cc3Cl)CC2)cc1 | 0 | 0.8 | 1.2 | 29 | -8 | 0.9 | 14 | 0.7 | 13
49 | Cn1c(=O)n(CC(=O)O)c(=O)c2c1nc1n2CCS1 | 17 | 1.1 | 0.9 | 20 | -1 | 0.9 | 14 | 0.8 | -3
50 | COc1ccccc1Nc1cc(C(=O)NCCCN2CCOCC2)c2ccccc2n1 | 9 | 1.7 | . | 35 | -2 | 0.9 | 10 | 0.6 | -9
51 | CSCCC(C(=O)N1C[C@]2(C)C[C@H]1CC(C)(C)C2)N1C(=O)c2ccccc2C1=O (stereo partly drawn) | 4 | 1.1 | 0.63 | 21 | 9 | 0.7 | 30 | 0.8 | 1
52 | CCOC(=O)C(CCCCOc1ccc([N+](=O)[O-])cc1)C(=O)OCC | -3 | 1.2 | 1.9 | 30 | -1 | 0.9 | 12 | 0.7 | 6
53 | CC(C)(C)OC(=O)NCCCC(CCCNC(=O)OC(C)(C)C)C(=O)O | 1 | 1.5 | 0.77 | 24 | -1 | 1 | -1 | 0.8 | -8
54 | N#Cc1cc(-c2ccccc2)oc1/N=C/c1ccccc1O | -6 | 1.1 | 0.39 | -6 | -9 | 1.1 | -6 | 1.1 | 5
55 | Cc1cc(C)c(C#N)c(SCC(=O)NC2CC2)n1 | 20 | 1 | -0.03 | -27 | 0 | 1 | 3 | 1.3 | 1
56 | COc1ccc(NC(=O)Cn2nnc(-c3ccccc3NC(=O)C3CC3)n2)cc1 | -2 | 0.8 | -1.8 | 44 | 2 | 0.1 | 94* | 0.6 | .
57 | CC(=O)NC12CC3CC(C1)CC(C(=O)OCC(=O)Nc1ncc(Cl)c(C)c1Cl)(C3)C2 | -8 | 1.4 | 2.6 | 33 | -6 | 0.6 | 42 | 0.7 | .
58 | C/C(=C\C(=O)c1ccc(Br)cc1)NCc1ccc(C)cc1 | -9 | 0.7 | 0.88 | 22 | -5 | 0.9 | 10 | 0.8 | -3
59 | CC1=C(C(=O)OCC(C)C)C23C(=O)c4ccccc4C2(O1)OC(N)=C3C#N (stereo not drawn) | -8 | 0.8 | 1.1 | 68* | 4 | 0.1 | 86* | 0.3 | -1
60 | OCCCCNCc1ccc(OCc2ccccc2Cl)cc1 | -3 | 1.1 | 0.69 | -8 | 18 | 1 | 4 | 1.1 | 6
61 | Cc1c(CC(=O)O)c(=O)oc2cc(OCc3nn[nH]n3)ccc12 | 1 | 0.9 | -1.1 | -2 | 4 | 1.1 | -12 | 1 | -7
62 | CSc1ccc(C2C3(C#N)C(N)=NC4(OCCO4)C23C#N)cc1 (stereo not drawn) | -4 | 0.9 | 1.2 | 3 | 4 | 0.8 | 20 | 1 | 8
63 | O=C(Cn1cc2c(n1)CCCC2)NCc1cccnc1 | 4 | 1.2 | . | 14 | 8 | 0.9 | 11 | 0.9 | .
64 | CCOC(=O)C1=C(C)NC(=O)NC1/C(C)=C/c1ccccc1 (stereo not drawn) | 1 | 0.9 | -0.48 | 69* | -3 | 0.2 | 78* | 0.3 | .

High-throughput results from PubChem.
